Screening data deposited in PubChem by Sanford-Burnham Center for Chemical Genomics.
CHOP UPR activ – apoptotic UPR (CHOP) activation | CHO-CHOP luciferase reporter, luminescence; percent of tunicamycin response over DMSO baseline | activation, % at 10 µM | 330,000 compounds, 0.34% hits;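 active = at 10 µM dose, activation of 40% or more, normalized to positive control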;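 also: 100% = tunicamycin at 10 µg/mL and 0% = DMSO alone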
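Test system: CHO CHOP reporter cells. Input: 500 CHO-CHOP cells per well. Medium: F12 with 10% FBS. Technique: luciferase luminescence. Measure: percent activation relative to tunicamycin control. Dosing: 10 µM compound, 0.5% DMSO. Timing: 16-18 h cell attachment, then 6 h compound exposure, 37 °C.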
XBP1 UPR activ – activators of adaptive arm of unfolded protein response (XBP1) | CHO-XBP1 luciferase reporter, IRE1-XBP1 UPR activation, luminescence; percent of tunicamycin response, DMSO as zero | activation, % at 20 µM | 330,000 compounds, 0.33% hits | AID 463104;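 active = versus positive control, 20 µM dose yields 30% or more activation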;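 also: 100% = tunicamycin at 10 µg/mL and 0% = DMSO only wells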
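Assay system: CHO-XBP1 luciferase reporter cells; Schedule: 6 h treatment, 37 °C; Detection: glow luminescence from Steady-Glo reagent; Benchmarks: high control tunicamycin 10 µg/mL final, low control DMSO vehicle only.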
CXCR6 inh – blocks human CXCR6 beta-arrestin recruitment; AID 602244; O00574; 360,000 compounds, 0.36% hits; CHO-K1 PathHunter CXCR6 beta-arrestin, luminescence; inhibition, % at 20 µM; in the data active = inhibition above about 34%, passing the limit was not always enough;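 also: antagonist mode with CXCL16 agonist at 10 nM final; 0% = 10 nM CXCL16 with DMSO and 100% = unstimulated wells without agonist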
APJ ag – APJ receptor agonism. P35414. CHO-K1 APJ PathHunter beta-arrestin, luminescence; 0% DMSO wells, 100% apelin. activation, % at 20 µM. 330,000 compounds, 0.11% hits;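 active = activation more than six SD over the plate average, tested at 20 µM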;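 also: 0% = DMSO alone and 100% = apelin-13 at 10 nM; some results filed as inactive read as strong as hits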
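system = engineered CHO-K1 APJ arrestin reporter cells | input = 1000 cells per well | timing = overnight seeding, 90 min compound at 25 °C, 1 h detection | measured by = enzyme-fragment complementation luminescence | read-out = beta-arrestin recruitment to APJ as agonist activity, luminescent signal | control set = negative DMSO alone, positive Apelin-13 at 10 nM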
APJ antag – antagonists of human APJ apelin receptor. AID 2521. 330,000 compounds, 0.32% hits. inhibition, % at 20 µM. CHO-K1 APJ beta-arrestin complementation, luminescence. P35414;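 active = inhibition above about 40% at 20 µM, limit read from the data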;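 also: cells challenged with 10 nM apelin-13 agonist together with compound; plate controls were apelin-13 plus DMSO wells for no effect and DMSO wells lacking apelin-13 for full effect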
tim23-1 inh – inhibits growth of tim23-1 mutant yeast. S. cerevisiae tim23-1 growth, BacTiter-Glo luminescence, 24 h. inhibition, % at 20 µM. 330,000 compounds, 1.3% hits. AID 463212;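 active = growth inhibition of the mutant yeast at or above 50%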;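 also: temperature-sensitive mutant grown at 25 °C; plate controls were DMSO-treated mutant yeast for no effect and medium wells lacking yeast for full effect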
EBI2 block – antagonists of human EBI2 receptor. P32249. EBI2 beta-arrestin recruitment, luminescence, 7a,25-OHC stimulated. inhibition, % at 5 µM. 360,000 compounds, 0.81% hits; in the data active = inhibition above about 38%;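 also: enzyme fragment complementation signal reports receptor beta-arrestin coupling in cells; 0% = agonist plus DMSO wells and 100% = wells without agonist; some results beyond the cut were filed as inactive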
CCR6 antagonist – antagonists of human CCR6 receptor; P51684; CHO-K1 CCR6 PathHunter beta-arrestin, luminescence, CCL20-stimulated; inhibition, % at 20 µM; 340,000 compounds, 0.49% hits;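 active = compounds whose inhibition of the agonist-driven luminescence signal at 20 µM reaches about 50%, limit read from the data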;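 also: cells stimulated with CCL20 at 14 nM final; plate controls were DMSO with CCL20 for no effect and DMSO without agonist for full effect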
Mdm2-MdmX inh – inhibitors of human Mdm2/MdmX interaction; SaOS-2 split-luciferase Mdm2/MdmX complementation, luminescence; inhibition, % at 8 µM; 330,000 compounds, 3% hits;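 active = inhibition of at least 50% at 8 µM in the primary screen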
Target sequence (O15151 whole entry, looked up): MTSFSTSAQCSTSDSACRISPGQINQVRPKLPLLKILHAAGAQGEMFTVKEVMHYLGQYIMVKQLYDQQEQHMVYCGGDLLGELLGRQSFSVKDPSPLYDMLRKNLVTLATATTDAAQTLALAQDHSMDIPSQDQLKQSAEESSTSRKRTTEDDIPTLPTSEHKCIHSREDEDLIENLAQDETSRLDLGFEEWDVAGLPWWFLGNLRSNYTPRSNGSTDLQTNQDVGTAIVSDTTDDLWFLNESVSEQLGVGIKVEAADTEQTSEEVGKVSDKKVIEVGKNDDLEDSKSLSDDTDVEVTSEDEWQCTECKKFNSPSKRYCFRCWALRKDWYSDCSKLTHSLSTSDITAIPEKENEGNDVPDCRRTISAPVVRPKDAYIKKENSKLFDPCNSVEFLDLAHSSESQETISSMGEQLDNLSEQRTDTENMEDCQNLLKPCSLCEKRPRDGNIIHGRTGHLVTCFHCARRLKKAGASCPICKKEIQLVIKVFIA
Target sequence (Q00987 whole entry, looked up): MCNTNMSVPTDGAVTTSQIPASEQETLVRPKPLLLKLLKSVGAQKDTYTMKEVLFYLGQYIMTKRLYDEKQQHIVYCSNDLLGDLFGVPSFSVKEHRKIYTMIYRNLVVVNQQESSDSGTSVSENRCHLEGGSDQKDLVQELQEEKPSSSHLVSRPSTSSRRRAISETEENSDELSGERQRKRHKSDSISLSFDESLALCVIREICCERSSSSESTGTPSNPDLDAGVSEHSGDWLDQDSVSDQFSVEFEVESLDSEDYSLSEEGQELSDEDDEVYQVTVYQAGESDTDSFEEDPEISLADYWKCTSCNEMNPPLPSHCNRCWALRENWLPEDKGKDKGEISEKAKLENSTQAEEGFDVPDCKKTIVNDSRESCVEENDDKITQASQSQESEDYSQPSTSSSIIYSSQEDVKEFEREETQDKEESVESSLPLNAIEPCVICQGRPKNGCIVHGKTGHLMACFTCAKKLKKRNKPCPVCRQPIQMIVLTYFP
The depositor's hits bear a star; nt = not tested or not shown. Not all compounds are listed; the hit share may differ from the screen's.

Order of results – CHOP UPR activ | XBP1 UPR activ | CXCR6 inh | APJ ag | APJ antag | tim23-1 inh | EBI2 block | CCR6 antagonist | Mdm2-MdmX inh
CN(Cc1ccsc1)C(=O)CCc1nnc(CCCc2ccccc2)o1
    4.1 | 4 | 3 | -1 | -12 | 21 | 4 | -2 | -49
Cc1cc(NC(=O)c2ccc(-c3ccccc3F)o2)no1
    4.6 | 4 | 1 | 2 | -23 | 27 | -7 | 6 | -72
CCOc1ccc(S(=O)(=O)NCc2cccs2)cc1C(C)C
    -0.9 | -4 | -7 | -3 | -3 | 34 | 9 | 24 | 24
CNS(=O)(=O)c1ccc(C)c(S(=O)(=O)NC)c1
    -1.6 | 1 | 2 | 4 | 9 | 11 | -1 | 8 | 16
COc1ccc(OC)c(/C=N/NC(=O)Cn2ccnc2C)c1
    0.1 | 1 | 2 | -5 | 13 | -13 | -18 | 0 | 19
CN1c2ccccc2C(=O)NC1c1ccc(Cl)cc1 (stereo unspecified)
    0.2 | 7 | -8 | -2 | 0 | 11 | -7 | -4 | 0
COc1ccc(C2OC(=O)CC2C(=O)NCc2ccc(F)cc2)cc1OC (stereo unspecified)
    0.1 | -3 | -6 | 1 | 5 | -5 | 2 | 1 | 25
O=C(COc1ccc(Br)cc1)Nc1ccc(-c2nnc(-c3ccco3)o2)cc1
    0.8 | 3 | 11 | -2 | -2 | -34 | -12 | 6 | -20
O=C(Nc1cc(Cl)ccc1Cl)C1CC(=O)N(c2ccc(Br)cc2)C1 (stereo unspecified)
    0.9 | 0 | -8 | -1 | -8 | -14 | 12 | -4 | 20
O=[N+]([O-])c1ccc(Cl)c(S(=O)(=O)Nc2ccc(S(=O)(=O)N3CCOCC3)cc2)c1
    0.5 | -4 | -5 | 2 | -7 | 20 | -11 | -4 | -17
COc1cccc(-n2nnc3c(=O)n(Cc4c(F)cccc4Cl)cnc32)c1
    -0.4 | 3 | 9 | 0 | 15 | 17 | 1 | 17 | 7
Cn1c(=O)[nH]c(=O)c2c1nc(Br)n2CCC(=O)c1ccccc1
    1.3 | 2 | -2 | -1 | 9 | 17 | -6 | -6 | 5
CC(c1ccccc1F)n1cc(C(=O)NCc2ccncc2)nn1 (stereo unspecified)
    -1.1 | -1 | -1 | 16 | -6 | 5 | -9 | -2 | -7
COc1ccc(NC(=O)CSc2ccc(-c3ccco3)nn2)cc1OC
    0.1 | -3 | -5 | -3 | -20 | 28 | -10 | 3 | 19
CCOC(=O)C1=C(C)N=c2s/c(=C/c3ccc(OCC(=O)O)cc3)c(=O)n2C1c1cc(OC)c(OC)c(OC)c1 (stereo unspecified)
    -1.1 | 1 | 8 | -5 | 8 | 8 | 14 | 17 | -1
CNC(=O)/C(C#N)=C/c1ccc(OCCOc2ccccc2)cc1
    3.5 | 2 | -6 | 1 | -14 | 32 | 10 | -6 | -10
Cn1c(SCC(=O)NCCc2ccc(S(N)(=O)=O)cc2)nc2ccccc2c1=O
    -1.3 | -2 | -8 | -2 | 3 | 13 | -4 | 0 | 1
CC(NC(=O)c1cccc2ccccc12)c1ccc2c(c1)CCCC2 (stereo unspecified)
    -0.8 | -3 | -5 | -4 | 0 | 2 | 8 | 3 | 50
COc1ccccc1N1CCN(C(=O)C(C)N(c2ccccc2)S(C)(=O)=O)CC1 (stereo unspecified)
    0.3 | -5 | 4 | 0 | 0 | 4 | -2 | -4 | 6
O=C(CN1C(=O)COc2ccccc21)NCCN1CCCC1
    2.8 | -3 | -3 | 4 | 10 | -6 | -2 | 18 | 4
Cc1ccc(/C=N/N2CCN(Cc3ccc(C)cc3)CC2)cc1
    -1.0 | 1 | -9 | -5 | -3 | 2 | -6 | 3 | 11
C/C(N)=C(/C#N)C(=O)CSc1nc2ccccc2c(=O)n1CCCO
    -1.5 | -3 | 2 | -5 | 4 | -4 | -5 | 4 | 3
COc1ccccc1C(=O)OCC(=O)Nc1ccccc1OC(F)F
    1.2 | -1 | 6 | -3 | 4 | 2 | 9 | -11 | 5
CCN(CC)c1nc2ccccc2n2cnnc12
    -3.1 | 3 | -3 | -3 | 3 | 24 | 0 | -12 | 14
CCC(C)(O)C(=O)N[C@H]1CCCN1C(=O)/C=C/c1ccccc1 (stereo partly specified)
    -1.6 | 2 | 0 | -4 | 6 | 10 | 1 | 5 | 23
CC(C)[C@H](N)C(=O)NC[C@H]1O[C@@H](n2cnc3c(N)ncnc32)[C@H](O)[C@@H]1O
    5.4 | 1 | -2 | nt | nt | 33 | -5 | 23 | 16
Cc1ccc(S(=O)(=O)NCc2nc3ccccc3c(=O)n2N)cc1
    -2.7 | -3 | -16 | -1 | 18 | 9 | -12 | -11 | 3
COc1ccc(-c2ccccc2NC(=O)C2CCCN(Cc3ccc(C)o3)C2)cc1 (stereo unspecified)
    -0.2 | -6 | 12 | -4 | 1 | 9 | 4 | 4 | 15
CC(=O)Nc1ccc(OS(=O)(=O)c2ccc(C(C)(C)C)cc2)cc1
    0.9 | 0 | nt | -2 | 1 | 30 | nt | nt | -12
COc1cc(/C=N/NC(=O)CCc2ccccc2)ccc1O
    -1.8 | -1 | -9 | -4 | 6 | 4 | -7 | -1 | -7

The last three records of the part before lead into the next:
Order of results – CHOP UPR activ | XBP1 UPR activ | CXCR6 inh | APJ ag | APJ antag | tim23-1 inh | EBI2 block | CCR6 antagonist | Mdm2-MdmX inh
COc1ccc(-c2ccccc2NC(=O)C2CCCN(Cc3ccc(C)o3)C2)cc1 (stereo unspecified)
    -0.2 | -6 | 12 | -4 | 1 | 9 | 4 | 4 | 15
CC(=O)Nc1ccc(OS(=O)(=O)c2ccc(C(C)(C)C)cc2)cc1
    0.9 | 0 | nt | -2 | 1 | 30 | nt | nt | -12
COc1cc(/C=N/NC(=O)CCc2ccccc2)ccc1O
    -1.8 | -1 | -9 | -4 | 6 | 4 | -7 | -1 | -7
Cc1ccc(C(c2ccc(C)o2)c2cccc([N+](=O)[O-])c2O)o1
    -0.1 | 2 | 16 | -5 | 21 | 33 | -4 | 36 | 17
COCCN1CN=C(Nc2nc3ccccc3o2)NC1
    3.4 | -6 | -13 | -1 | 0 | 1 | -2 | -16 | -3
Cc1ccc2nc(C)cc(N/N=C/c3ccccc3O)c2c1
    5.3 | -4 | 1 | -1 | 10 | 34 | 6 | -20 | -2
COc1ccccc1NS(=O)(=O)c1cc(NC(=O)COc2ccccc2F)ccc1N1CCOCC1
    1.4 | 5 | 0 | -4 | 13 | 34 | 17 | 4 | 12
Cc1ccc(S(=O)(=O)N(C)Cc2ccc(C(=O)N/N=C/c3ccc(OC(F)F)cc3OC(F)F)cc2)cc1
    -1.7 | -2 | 1 | -3 | 12 | 9 | 15 | -4 | 20
CCOC(=O)c1ccccc1NC(=O)COC(=O)CCNS(=O)(=O)c1ccc(C)c(C)c1
    1.1 | 1 | 6 | 2 | -67 | 34 | -4 | 8 | 10
Cc1noc(/C=C/N(C)C)c1S(=O)(=O)N1CCCC(C(=O)NCCC2=CCCCC2)C1 (stereo unspecified)
    8.6 | 0 | 4 | -3 | 14 | 13 | 6 | 7 | 15
C#CCn1cc(Cl)cc(C(=O)Nc2ccccc2)c1=O
    4.8 | 4 | -1 | -3 | 8 | 35 | 1 | 4 | 25
Cc1cc(C)n(C(=O)c2cccc(S(=O)(=O)N3CCOCC3)c2)n1
    -3.1 | 0 | 2 | 2 | 15 | 15 | -13 | -1 | 13
CCCCNC(=O)C1C2C=CC3(CN(Cc4ccc(C)cc4)C(=O)C13)O2 (stereo unspecified)
    -0.8 | -3 | -4 | 0 | 7 | 1 | -5 | -6 | 9
Cc1ccc(-n2c(-c3ccccc3)c[n+]3c2CCC3)cc1
    -2.0 | 1 | -2 | 2 | 13 | 4 | -3 | 2 | -7
Cc1cc(C)c2nc(SCC(=O)NC(=O)c3cccn3C)cc(C)c2c1
    -2.5 | -5 | 1 | 0 | 7 | 7 | 3 | 7 | 10
O=C(CN1CCC(C(O)(c2ccccc2)c2ccccc2)CC1)Nc1ccccc1
    -1.1 | -1 | 3 | 2 | 16 | 4 | 10 | 4 | 6
CC(C)Cn1c(SCC(=O)Nc2ccc(Cl)cc2F)nc(O)cc1=O
    0.4 | -1 | 1 | -2 | 12 | 8 | -4 | -4 | 19
CC(C)(C)c1ccc(C(=O)NNC(=O)CNC(=O)c2cccs2)cc1
    1.3 | -1 | 6 | 0 | -1 | -2 | -14 | 5 | 10
O=C(O)/C(=C\c1ccc(Cl)cc1)c1ccc(S(=O)(=O)N2CCCC2)s1
    3.6 | -2 | -4 | 1 | -12 | 13 | 7 | -9 | -4
Cc1ccn2cc(CSc3ccccc3)nc2c1
    1.2 | 3 | 7 | -4 | -2 | 2 | -1 | -7 | -120
O=c1cc(-c2ccccc2)[nH]c2nc3ccccc3n12
    1.6 | 2 | 2 | -17 | -15 | 28 | 9 | -3 | -28
S=C(NC1CCCCC1)N1CCOCCOCCN(C(=S)NC2CCCCC2)CCOCC1
    -0.5 | -2 | 0 | -7 | 4 | 29 | -19 | 10 | 23
CCCSC1=C(C#N)C(c2ccccc2OCC)CC(=O)N1 (stereo unspecified)
    -1.1 | 4 | 5 | -4 | 4 | 6 | 1 | 12 | -18
CNC(=O)/C(C#N)=C/c1ccc(-c2ccc(OC)cc2[N+](=O)[O-])o1
    2.6 | 3 | 4 | 1 | -10 | 14 | 9 | 14 | -1
CS(=O)(=O)N(CC(=O)Nc1ccccc1-c1ccccc1)c1ccc(F)cc1
    0.7 | 2 | -3 | -3 | 11 | -16 | 7 | 9 | -21
Cc1c(N(C)S(=O)(=O)c2ccc(Cl)c(C(=O)N3CCC(C(N)=O)CC3)c2)c(=O)n(-c2ccccc2)n1C
    0.6 | -1 | 2 | -5 | 9 | -7 | -2 | 6 | -3
CC1=C(C(=O)N2CCCC(C(=O)c3cccc4ccccc34)C2)OCCO1 (stereo unspecified)
    -1.2 | 2 | 5 | 1 | -6 | 26 | 0 | 14 | 12
CCOCC(=O)Nc1cc(Cl)ccc1C
    -1.3 | -3 | 2 | -2 | 9 | 0 | 11 | 9 | -2
Cc1ccccc1C(=O)NC(CC(C)C)C(=O)NN1C(=O)c2ccccc2C1=O (stereo unspecified)
    -0.3 | -3 | 3 | 2 | -23 | 20 | -23 | 19 | -18
